OXTR potentiator: human OXTR potentiation; activation, % at 3 µM; 320,000 compounds, 0.061% hits; CHO-OTR cells, Fluo-8 calcium fluorescence, potentiator mode; 0% = oxytocin EC15, 100% = EC100; P30559;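 active = activation above that plate's cutoff, the mean activation of tested compounds plus 3 SD, cut at about 6.6% in these data, passing the limit was not always enough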;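 note: 100% uses oxytocin at 75 nM as the full agonist control; some results filed as inactive read as strong as hits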
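Assay system: CHO cell line stably expressing human OTR. Reagent: EC15 oxytocin agonist. Dosing: single dose, 3.0 µM nominal final compound concentration. Timing: compound 6 min at room temperature before oxytocin, 100 s read. Signal: kinetic Fluo-8 calcium fluorescence. Controls: oxytocin EC15 low and EC100 high.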
CHO-K1 Ca PAM: counter-screen for M1 PAMs: effect in parental CHO-K1 cells; ATP EC20, Fluo-8 calcium fluorescence; 0% at ATP EC20, 100% at ATP max; activation, % at 3 µM; 360,000 compounds, 0.02% hits;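 active = activation above the run cutoff, the mean activation of all test compounds plus 3 SD, cut at about 40% in these data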;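 note: peak over basal fluorescence ratio in a 140 s read after ATP addition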
CHO parental Ca: counter-screen: ATP calcium response change in parental CHO cells; 330,000 compounds, 0.63% hits; AID 463079; inhibition, % at 5.6 µM; parental CHO-K1, ATP-induced calcium, Fluo-8 fluorescence;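 active = inhibition above that plate's mean sample inhibition plus 3 SD, cut at about 26% in these data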;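 note: 0% = ATP-challenged DMSO wells and 100% = DMSO wells without ATP; some compounds past the cut are filed as inactive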
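material = parental CHO cells | also added = ATP as calcium-mobilizing challenge | dosing = single point at 5.6 µM | detection = intracellular calcium via Fluo-8 no-wash fluorescent dye | read-out = % inhibition | benchmarks = low control ATP plus DMSO, high control DMSO only | repeats = one well per compound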
M1 ag parental: nonselective activator or artifact in parental CHO-K1 cells. Fluo-8 calcium fluorescence; scaled to maximal ATP response, vehicle zero. activation, % at 3 µM. 360,000 compounds, 0.48% hits. AID 602248; in the data active = activation above about 15%;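 note: untransfected CHO-K1 host cells lacking M1 receptor as counterscreen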
CHRM1 agonist: human M1 muscarinic receptor agonism; P11229; CHO-K1 hM1, Fluo-8 calcium fluorescence, agonist mode; 0% DMSO, 100% acetylcholine EC100; activation, % at 3 µM; 360,000 compounds, 0.33% hits; AID 588814;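 active = activation above the run's mean compound activation plus 3 SD, cut at about 16% in these data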;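 note: peak over basal fluorescence ratio within a 140 s kinetic read after compound addition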
Target sequence (P11229 whole entry, looked up): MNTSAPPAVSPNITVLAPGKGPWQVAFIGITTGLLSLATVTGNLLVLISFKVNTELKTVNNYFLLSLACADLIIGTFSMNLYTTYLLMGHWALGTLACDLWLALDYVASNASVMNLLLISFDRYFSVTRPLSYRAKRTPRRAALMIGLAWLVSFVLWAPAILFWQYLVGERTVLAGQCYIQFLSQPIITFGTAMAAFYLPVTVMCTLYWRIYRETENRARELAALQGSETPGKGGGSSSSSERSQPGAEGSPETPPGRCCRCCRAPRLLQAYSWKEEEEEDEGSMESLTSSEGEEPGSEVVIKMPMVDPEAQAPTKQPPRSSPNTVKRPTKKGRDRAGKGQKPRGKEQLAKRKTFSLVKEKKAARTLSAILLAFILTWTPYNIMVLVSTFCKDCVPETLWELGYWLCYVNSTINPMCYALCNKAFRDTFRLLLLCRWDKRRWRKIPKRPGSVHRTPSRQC
TAAR1 antagonist: antagonists of human TAAR1; 360,000 compounds, 1.5% hits; Q96RJ0; inhibition, % at 3 µM; CHO RD-HGA16 TAAR1, Fluo-8 calcium fluorescence, antagonist;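 active = inhibition above a per-plate cutoff, the mean inhibition of test compounds on that plate plus 3 SD, cut at about 49% in these data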;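 note: 0% = DMSO plus EC80 beta-PEA response and 100% = DMSO alone without agonist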
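test system = CHO RD-HGA16 cells bearing hTAAR1 | replication = singlicate | controls = DMSO-only wells and EC80 β-PEA-stimulated wells | reagent = EC80 β-phenethylamine stimulus | read-out basis = percent inhibition of PEA-evoked calcium signal, max/basal emission ratio | schedule = seeding 17-24 h prior, 75-min 37 °C, 30-min RT dye loading | signal = kinetic Fluo-8 calcium fluorescence measurement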
V1R ag counter: counter-screen for oxytocin receptor agonists: human V1a receptor agonists | P37288 | activation, % at 3 µM | 320,000 compounds, 0.25% hits | CHO-V1R cells, Fluo-8 calcium fluorescence, agonist mode; 0% DMSO, 100% 3 nM vasopressin;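 active = activation above the mean activation of all tested compounds plus 3 SD, per screening run, cut at about 20% in these data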;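 note: signal is peak over basal fluorescence ratio across a 100 second FLIPR read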
Target sequence (P37288 whole entry, looked up): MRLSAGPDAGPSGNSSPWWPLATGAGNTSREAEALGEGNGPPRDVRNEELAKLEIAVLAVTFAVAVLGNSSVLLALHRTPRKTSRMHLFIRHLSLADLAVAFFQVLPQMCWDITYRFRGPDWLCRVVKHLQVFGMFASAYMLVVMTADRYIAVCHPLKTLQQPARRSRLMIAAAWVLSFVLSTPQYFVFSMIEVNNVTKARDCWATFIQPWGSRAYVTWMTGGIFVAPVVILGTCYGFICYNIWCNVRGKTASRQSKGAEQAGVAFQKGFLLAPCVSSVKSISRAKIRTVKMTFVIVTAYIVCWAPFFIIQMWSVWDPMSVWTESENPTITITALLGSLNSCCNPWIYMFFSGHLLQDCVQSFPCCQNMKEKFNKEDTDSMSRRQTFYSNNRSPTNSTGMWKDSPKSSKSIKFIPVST
TAAR1 agonist: agonists of human TAAR1 | Q96RJ0 | CHO RD-HGA16 TAAR1, Fluo-8 calcium fluorescence; vehicle wells 0%, saturating PEA agonist 100% | activation, % at 3 µM | 360,000 compounds, 0.99% hits | AID 624467;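 active = activation above the mean activation of all test compounds in the run plus 3 SD, cut at about 38% in these data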
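Test system: RD-HGA16 (CHO) cells co-expressing Gα16 and hTAAR1; dosing: one-point dosing at 3 µM (nominal); timing: 17-24 h seeding, 75 min 37 °C dye, 30 min RT; signal: kinetic Fluo-8 calcium fluorescence; read-out basis: % activation relative to PEA EC100 response; controls: DMSO and PEA EC100; replicates: n 1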
CHO-K1 Ca antag: counter-screen for M1 antagonists: effect in parental CHO-K1 cells; ATP-induced calcium, Fluo-8 fluorescence; inhibition, % at 3 µM; 360,000 compounds, 0.6% hits; AID 602250;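 active = inhibition above a per-plate cutoff, the plate's mean sample inhibition plus 3 SD, cut at about 24% in these data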;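 note: 0% = DMSO plus EC80 ATP and 100% = DMSO alone without ATP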
* hit, by the source's call; . = not tested or not shown. An unsorted share of the library; overall some 3.3% were active at least once.

entry	smiles	TAAR1 antagonist	CHO-K1 Ca antag	CHO-K1 Ca PAM	TAAR1 agonist	CHO parental Ca	V1R ag counter	M1 ag parental	OXTR potentiator	CHRM1 agonist
1	Cc1nn(C)cc1-c1cc(C(=O)O)c2ccccc2n1	-4	4	1	4	-3	-0.6	0.1	-2	-5
2	CCc1nnc(NC(=O)CSc2nnc(CNc3ccc(C)cc3)n2C)s1	16	-10	7	0	-16	-0.2	0.1	-6	-2
3	CN(C(=O)c1ccc(NC(=O)Cc2ccc(NC(=O)C3CCN(C(=O)C4CCCC4)CC3)cc2)cc1)C1CCCC1	-16	20	-7	2	.	.	0.4	.	-4
4	COc1ccc(CCCc2n[nH]c(=S)o2)cc1C	-19	-9	1	1	7	1.2	4.5	4	-4
5	Cc1cc(N/N=C/c2ccccc2[N+](=O)[O-])nc(-n2nc(C)cc2C)n1	29	-4	4	3	7	-0.5	3.9	-3	-3
6	CCCc1[nH]n(-c2ccc([N+](=O)[O-])cc2)c(=O)c1C(C)=NCc1ccncc1	-5	-10	4	-2	-1	4.3	1.1	-1	2
7	CCOC(=O)c1c(C)[nH]c(C(=O)COc2ccc3ccc(=O)oc3c2)c1C	17	3	6	4	-21	1.4	5.7	0	-1
8	Cn1cc(Br)c(C(=O)Nc2sc3c(c2C#N)CCC3)n1	-17	-6	23	9	-11	0.8	1.0	-3	-1
9	Nc1ncnc(Nc2ccccc2Oc2ccccc2)n1	2	-12	17	-1	.	.	0.2	.	-8
10	O=C(NC1=C(Nc2ccc(Cl)cc2)C(=O)c2ccccc2C1=O)c1ccccc1	26	-8	23	8	-27	-1.9	3.4	3	-6
11	O=S(=O)(Nc1ccc(Cl)cn1)c1ccc2c(c1)OCCO2	-10	1	11	0	-10	-1.2	0.4	-2	-3
12	Cc1ccc(NC(=O)C2CCCN2C(=O)Oc2ccccc2)cc1 (configuration not stated)	-1	-1	16	2	-9	-1.8	-0.1	0	-3
13	CCCCN(C(=O)c1ccc(Cl)c(S(=O)(=O)N2CCOCC2)c1)c1c(N)n(CCC)c(=O)[nH]c1=O	-12	8	-17	-1	-13	0.0	-0.1	0	-4
14	CCCn1c(N2CCN(Cc3ccc(Cl)cc3)CC2)nc2ccccc21	-6	-21	10	3	-27	-1.4	2.4	-5	-5
15	CCCC(CCC(=O)Nc1ccc(C(=O)OCC)cc1)C(=O)O (configuration not stated)	5	-1	16	6	-11	0.5	0.1	2	-1
16	C=C[C@H](CC(C)C)N(Cc1ccccc1)S(=O)(=O)N(Cc1ccccc1)[C@@H](C=C)CC(C)C	-5	-7	15	3	-17	0.1	0.2	2	-2
17	COc1cc(Oc2ccccc2)nc(N)n1	1	-16	12	1	-1	1.0	0.0	3	-3
18	CCCCOc1ccc(NC(=O)CN2CCN(Cc3ccccc3)CC2)cc1	-25	-5	5	4	-24	0.2	1.1	3	-9
19	Cc1ccc2c(=O)n3c(nc2c1)C(Cc1ccccc1)NC(=O)c1cc(Cl)ccc1-3 (configuration not stated)	-1	.	.	24	-13	3.3	.	2	.
20	C(=N\NCc1ccccc1)/c1ccc2ncccc2c1	-6	-10	17	4	5	-0.8	1.2	-10	-4

entry	smiles	TAAR1 antagonist	CHO-K1 Ca antag	CHO-K1 Ca PAM	TAAR1 agonist	CHO parental Ca	V1R ag counter	M1 ag parental	OXTR potentiator	CHRM1 agonist
21	O=C(CC1CCCC1)NNC(=O)c1ccccc1O	-1	-3	19	1	.	.	0.5	.	0
22	CCC(=O)Nc1cccc(NC(=O)COc2ccc(OC)cc2)c1	9	5	10	2	-14	4.2	2.6	-18	-1
23	COc1cc(C2C3=C(Nc4ncnn42)c2ccccc2CC3)cc(OC)c1OC (configuration not stated)	-5	6	-3	8	-30	-0.7	-0.1	-1	-5
24	COc1ccc2c(c1OC)C(=O)N1c3ccccc3COC21 (configuration not stated)	10	-6	19	4	-16	-1.4	1.0	-12	-2
25	COc1ccc(-c2nn(CCC(=O)O)cc2/C=C2\SC(N)=NC2=O)cc1OC	-7	-7	6	3	3	0.4	0.5	-4	-2
26	Cc1ccc(N2C(=O)C3C4C=CC(CC4)C3C2=O)cc1Cl (configuration not stated)	-2	-3	14	1	-7	0.3	1.5	-3	-1
27	COc1cccc(/C=N/Nc2c(Cl)cncc2Cl)c1O	-4	-8	-7	4	-13	0.5	1.6	-7	-2
28	COc1cc2ccccc2cc1C(=O)NNC(=O)c1ccccc1O	24	-1	-5	8	-3	2.4	1.1	-6	0
29	COc1ccc(Nc2nc(OC)nc(N3CCN(c4ccc(OC)cc4)CC3)n2)cc1	14	-6	14	1	.	.	2.4	.	-2
30	CCCCN(C)Cc1c(O)ccc2c(-c3ccccc3)cc(=O)oc12	-6	-20	20	4	-25	0.1	2.7	-7	-3
31	COc1ccc(/C=C2/N=C3CCCCCN3C2=O)cc1	12	-3	-1	-1	-9	2.7	-0.2	-5	-5
32	Cc1oc2c(C)c3oc(=O)c(CCC(=O)NCCCCCC(=O)O)c(C)c3cc2c1C	-20	-11	5	2	-6	-0.6	1.0	-2	-3
33	Fc1cccc(CNCC2CCCO2)c1 (configuration not stated)	-14	1	-1	1	-5	0.2	0.5	0	-5
34	Cn1cc(/C=N/Nc2ccccc2)c2ccccc21	5	-11	6	-3	-12	-1.2	-0.4	-6	-4
35	C=C(CN(C)C)C(=O)c1cc(C)ccc1C	-5	-10	16	5	.	.	1.3	.	-1
36	CC(=O)C(Cc1ccccc1)NC(=O)CCl (configuration not stated)	-11	-11	18	5	12	-0.7	0.3	-5	-1
37	CCOC(=O)C1CCN(C(=O)c2cc3c(s2)-c2ccccc2OC3)CC1	-17	-4	13	-2	-12	3.8	0.9	-8	-5
38	Cc1c(Br)c([N+](=O)[O-])nn1CC(=O)N1CCc2ccccc21	-25	-16	15	0	-12	-0.5	-0.1	8	-5
39	Cc1ccc(C2=C(O)c3ccccc3C(=O)C2=O)cc1	5	-5	-5	0	-6	-0.4	-0.6	9	1
40	CC(C)CCNC(=S)Nc1ccc([N+](=O)[O-])cc1	28	29*	-12	6	28	5.8	13	-7	-3

Some of these compounds in order of their number in CHRM1 agonist, low to high:
no.	mol	CHRM1 agonist
23	COc1cc(C2C3=C(Nc4ncnn42)c2ccccc2CC3)cc(OC)c1OC (configuration not stated)	-5
2	CCc1nnc(NC(=O)CSc2nnc(CNc3ccc(C)cc3)n2C)s1	-2
21	O=C(CC1CCCC1)NNC(=O)c1ccccc1O	0
6	CCCc1[nH]n(-c2ccc([N+](=O)[O-])cc2)c(=O)c1C(C)=NCc1ccncc1	2

Other structures
entry	smiles	TAAR1 antagonist	CHO-K1 Ca antag	CHO-K1 Ca PAM	TAAR1 agonist	CHO parental Ca	V1R ag counter	M1 ag parental	OXTR potentiator	CHRM1 agonist
41	CCCCN(C)CCCNC(=O)CN1C(=O)CSc2ccc(S(=O)(=O)N3CCOCC3)cc21	4	11	-8	1	6	0.1	-0.3	-7	-8
42	COc1ccc(NC(=O)NC2(C(=O)N3CCCCC3)CCCCC2)cc1	5	-15	15	-2	9	0.2	0.8	-1	0
43	O=C(CSc1cccc2cccnc12)Nc1cc(C(=O)O)cc(C(=O)O)c1	-1	4	-11	1	-2	-0.2	-0.3	-15	-4
44	Cc1cc(C)c2oc(C(=O)NC3CCS(=O)(=O)C3)cc(=O)c2c1 (configuration not stated)	-20	-1	-7	1	-5	0.2	0.5	-7	-2
45	CCOC(=O)c1sc(=S)n(C)c1N	11	-9	19	4	0	0.7	0.4	-12	-3
46	CCOc1ccc(NC(=O)CC2C(=O)Nc3ccccc3N2C(=O)c2ccccc2)cc1 (configuration not stated)	24	-3	3	-1	-5	-1.2	2.5	1	-4
47	CCC(C)(C)C1CCc2[nH]nc(C(=O)NCCN3CCOCC3)c2C1 (configuration not stated)	3	-10	8	9	-14	-0.4	-0.1	-8	-8
48	COc1ccccc1CNC(=O)CCN1C(=O)COc2ccc(C)cc21	-13	12	2	1	-15	-0.6	0.5	-1	-4
49	CCn1cc(C2=NCC(C)O2)c2ccccc21 (configuration not stated)	3	-1	9	6	-8	1.1	-0.2	-6	-9
50	O=C(CSc1nccc(-c2cccs2)n1)Nc1ccc(F)c(Cl)c1	-25	7	6	0	-15	0.7	0.1	-3	-2
51	O=C(N/N=C/C(Cl)=C/c1ccccc1)c1ccncc1	4	-2	-3	7	-11	0.6	1.0	-1	-4
52	O=Cc1c(NCCCN2CCCC2=O)c2ccccc2[nH]c1=O	6	16	-4	1	-4	0.8	-0.2	-4	-6
53	CCC(=O)OCc1c(C(F)(F)F)nn(C)c1Sc1ccc(F)cc1	12	12	10	8	-4	-2.0	1.9	-5	-5

Record cards, as listed above:
CCOC(=O)C1CCN(C(=O)c2cc3c(s2)-c2ccccc2OC3)CC1 is listed with TAAR1 antagonist: -17; CHO-K1 Ca antag: -4; CHO-K1 Ca PAM: 13; TAAR1 agonist: -2; CHO parental Ca: -12; V1R ag counter: 3.8; M1 ag parental: 0.9; OXTR potentiator: -8; CHRM1 agonist: -5
O=C(N/N=C/C(Cl)=C/c1ccccc1)c1ccncc1 is listed with TAAR1 antagonist: 4; CHO-K1 Ca antag: -2; CHO-K1 Ca PAM: -3; TAAR1 agonist: 7; CHO parental Ca: -11; V1R ag counter: 0.6; M1 ag parental: 1.0; OXTR potentiator: -1; CHRM1 agonist: -4
